# Cardio protect: cardioprotection against H2O2-induced cell death, primary screen, uHTS, H9c2 cells, ATPLite luminescence. 360,000 compounds, 0.63% hits. H9c2 cardiomyocytes, H2O2 injury protection, 2 h. AID 588492, 2011. protection from H2O2 cell death, % at 20 µM;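 active = compounds giving at least 50% protection of heart cells from peroxide-induced death in the single-dose screen, raw or plate-pattern-corrected value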;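 also: 0% = DMSO wells with peroxide and 100% = DMSO wells without peroxide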
# hiPSC survival: enhancers of single-cell hiPSC survival, primary screen, ATPlite luminescence; survival enhancement, % at 20 µM; 100% = ROCK inhibitor wells, 0% = DMSO; 360,000 compounds, 0.044% hits; in the data active = survival enhancement above about 18%;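 also: cells exposed to compounds for 16 hours before the ATP read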
# PDI turbidity: inhibitors of human PDI, primary screen, biochemical, turbidity, single point, plate reader | PDI insulin aggregation turbidity, A650, 90 min | 350,000 compounds, 0.052% hits | Protein disulfide-isomerase (Homo sapiens), P07237 | inhibition, % at 10 µM;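 active = mean inhibition across replicates of 30% or more, whatever share of single replicates reach that level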;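 also: absorbance from insulin aggregation driven by PDI reduction with DTT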
# Target sequence (P07237 whole entry, looked up): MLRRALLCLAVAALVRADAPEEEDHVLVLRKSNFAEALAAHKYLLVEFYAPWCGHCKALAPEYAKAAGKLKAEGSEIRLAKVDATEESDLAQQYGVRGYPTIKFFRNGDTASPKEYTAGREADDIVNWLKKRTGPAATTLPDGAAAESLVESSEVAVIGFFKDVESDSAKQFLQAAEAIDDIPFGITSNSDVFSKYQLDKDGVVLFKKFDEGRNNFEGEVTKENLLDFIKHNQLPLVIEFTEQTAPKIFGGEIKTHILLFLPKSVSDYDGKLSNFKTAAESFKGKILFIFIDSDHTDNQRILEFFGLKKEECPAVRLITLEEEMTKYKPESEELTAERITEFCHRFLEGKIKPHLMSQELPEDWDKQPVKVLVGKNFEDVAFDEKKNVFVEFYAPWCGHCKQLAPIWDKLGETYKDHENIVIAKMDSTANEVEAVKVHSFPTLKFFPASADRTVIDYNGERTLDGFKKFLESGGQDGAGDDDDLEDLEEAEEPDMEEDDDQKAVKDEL
# aDG glyco up: activators of alpha-DG glycosylation, primary screen, uHTS, Pro5-aDG cells, AlphaScreen; 360,000 compounds, 0.22% hits; alpha-DG glycosylation AlphaScreen (IIH6); 0% Pro5, 100% B10-LARGE cell signal; AID 624168, 2012; activation, % at 10 µM;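 active = activation of at least 8% versus controls, or a plate z-score of at least 8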;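 also: Pro5 are CHO cells carrying HIG-tagged alpha-DG that lacks glycosylation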
# Vif imaging: HIV Vif self-association inhibitors, primary screen, imaging, HEK293T, single point | 340,000 compounds, 0.35% hits | HEK293T cells, Vif self-association by quenched fluorescence, 24 h | inhibition, % at 7.49 µM; in the data active = inhibition above about 50%, passing the limit was not always enough; also: some results filed as inactive read as strong as hits
# ABCB6 inh 2: ABCB6 transporter inhibitors, primary screen, K562-ABCB6 cells, flow cytometry, MLPCN library; fluorescence ratio to DMSO, % at 10 µM; ATP-binding cassette sub-family B member 6 (Homo sapiens), Q9NP58; K562-ABCB6 porphyrin accumulation, 1 h; stronger effect = lower value; 360,000 compounds, 0.19% hits; AID 602162, 2011;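 active = fluorescence ratio to DMSO below 75%, the collection mean minus 3 SD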;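 also: signal is porphyrin accumulated inside mitochondria; 100% equals median channel fluorescence of DMSO control wells; lower ratio means ABCB6 inhibition with less porphyrin fluorescence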
# HTR2A ag: mouse Htr2a agonists via beta-arrestin recruitment, primary screen, cell-based, luminescence | 5-hydroxytryptamine receptor 2A (Mus musculus), P35363 | CHO-K1 mHTR2A beta-arrestin complementation; percent of 30 µM serotonin response | activation, % at 7.6 µM | 360,000 compounds, 0.66% hits;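 active = activation above a run cutoff, the mean activation of all tested compounds plus 3 SD, cut at about 14% in these data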;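 also: 0% = plate median of compound wells and 100% = 30 µM serotonin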
# Target sequence (P35363 whole entry, looked up): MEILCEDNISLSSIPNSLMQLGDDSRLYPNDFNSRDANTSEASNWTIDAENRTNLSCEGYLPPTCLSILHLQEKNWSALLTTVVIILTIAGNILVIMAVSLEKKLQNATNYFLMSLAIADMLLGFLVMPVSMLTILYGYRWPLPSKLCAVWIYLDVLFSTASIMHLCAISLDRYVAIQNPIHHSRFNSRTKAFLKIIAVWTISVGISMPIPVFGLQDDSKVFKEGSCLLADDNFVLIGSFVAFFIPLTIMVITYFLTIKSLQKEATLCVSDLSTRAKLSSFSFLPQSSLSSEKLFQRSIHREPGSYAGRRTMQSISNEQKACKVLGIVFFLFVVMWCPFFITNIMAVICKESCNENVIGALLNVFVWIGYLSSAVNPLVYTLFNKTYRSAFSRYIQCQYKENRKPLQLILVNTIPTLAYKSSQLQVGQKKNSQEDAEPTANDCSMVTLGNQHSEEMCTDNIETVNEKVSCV
# N-glyco inh: increase of ERlucT glycosylation luciferase signal, primary screen, N-linked glycosylation inhibitor project, D54 ERlucT cells, luminescence, set 2. 360,000 compounds, 0.23% hits. reporter increase, % at 12.5 µM. D54 ERlucT glycosylation luciferase reporter, 24 h; percent of 100 nM tunicamycin response. AID 588692, 2011;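 active = mean luciferase reporter signal, scaled so untreated is 0 and the glycosylation-blocking control 100, at or above a set limit in every replicate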;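 also: luciferase carries N-glycosylation sites so blocking glycosylation raises the light; 0% = median of neutral control wells and 100% = median of 100 nM tunicamycin wells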
# CaV13 FRET inh: Primary screen for inhibitors of IQ motif and Ca2+-dependent inactivation inhibitor domain binding in CACNA1D, Förster resonance energy transfer in living cells, …. HEK cells, CFP/YFP FRET ICDI-IQ, plate reader, 10 min; percent FRET-ratio fall versus neutral wells. inhibition, % at 12.3 µM. 340,000 compounds, 0.098% hits. AID 743397;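 active = mean replicate inhibition of at least 30% and at least 1% of replicates passing that level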;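 also: 0% = median of the neutral control wells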
# Exocytosis inh: LAMP-1 surface exposure blockers, TALL-104 cells – cell-based, flow cytometry, MLPCN library, primary screen. TALL-104 LAMP-1 surface exposure; cells stimulated with thapsigargin and PMA. inhibition, % at 10 µM. 360,000 compounds, 0.66% hits;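 active = inhibition above about 55%, limit read from the data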
# Starred values were filed as active, the others as inactive; . = not tested or not shown.
# Second line of a record – Cardio protect, hiPSC survival, PDI turbidity, aDG glyco up, Vif imaging, ABCB6 inh 2, HTR2A ag, N-glyco inh, CaV13 FRET inh, Exocytosis inh
- COc1ccccc1-c1nc(-c2ccccc2)nc(N2CCN(C)CC2)c1C#N
  12.2, 0.0, 7.8, 0.8, 4.8, 99.0, -8.2, 3.1, -4.0, 6.9
- Cc1ccc(C2/C(=C(/O)c3ccc4c(c3)CC(C)O4)C(=O)C(=O)N2CCCn2ccnc2)cc1 (stereo not given)
  -2.1, 0.0, -2.5, -0.1, -20.0, 100.0, -1.4, 1.8, -2.0, -2.0
- Cc1cc(NC(=O)CCC(=O)N(CC2CCCO2)C(C(=O)NC2CCCC2)c2ccccc2C)no1 (stereo not given)
  -0.4, 1.3, 1.8, -0.1, -20.2, 100.0, -1.2, 1.0, ., 0.8
- C=CCn1c(CCc2cc(C(C)(C)C)c(O)c(C(C)(C)C)c2)n[nH]c1=S
  -11.1, -0.3, -2.8, 0.2, -5.8, 90.0, -1.9, -5.3, -6.0, 6.0
- CC(C)N(Cc1ccccc1)S(=O)(=O)c1ccc(Cl)nc1
  -1.2, -0.1, -10.8, 0.5, -7.8, 99.0, 3.1, -2.2, -5.9, 13.2
- COc1ccc(NC(=O)CC(NCCc2ccccc2)C(=O)O)c(OC)c1 (stereo not given)
  2.8, -2.5, 0.6, 0.5, 9.9, 101.0, -1.6, 3.8, -4.4, 0.5
- CCCCc1nc(C(N)=O)c2[nH]c(=O)n(-c3ccc(OC)c(OC)c3)c2n1
  4.2, 0.3, -1.9, -0.2, 1.2, 103.0, 2.3, 3.6, ., -1.7
- CCCCN(CCCNC(=O)C1CCN(S(=O)(=O)CC)CC1)c1ccccc1
  4.9, -0.4, -1.0, 0.1, -3.7, 82.0, -7.1, -0.9, -1.9, -1.3
- Cn1c(N)c(C(=O)CSc2n[nH]c(N)n2)c(=O)n(C)c1=O
  3.3, -0.3, -1.7, -0.2, 1.7, 101.0, 2.3, -0.4, ., -4.3
- O=C(O)c1ccc(N/N=C/C=C/c2ccc([N+](=O)[O-])o2)cc1
  -0.3, 0.0, -6.1, -0.2, 24.1, 271.0, -5.2, 1.5, -6.5, -9.8
- Cc1occc1-c1nnc(SCC(N)=O)n1Cc1ccccc1
  -9.5, 3.8, -1.7, -0.1, -4.0, 101.0, -2.2, 2.3, -3.3, -3.2
- O=C(CCNC(=O)c1ccco1)Nc1ccc(N2CCOCC2)cc1
  1.3, -0.5, -2.8, -0.1, -5.0, 101.0, 0.6, 1.4, -0.4, -1.2
- COc1ccc2[nH]c(=O)c(CN(C(=O)c3cccnc3)c3cc(C)ccc3C)cc2c1
  15.7, -0.5, 7.0, -0.2, 3.8, 94.0, 3.1, -1.5, -2.3, -0.9
- O=[N+]([O-])c1ccccc1/C=C\C=N\N1CCN(c2ccccc2)CC1
  -11.4, -1.5, 4.9, -0.2, -5.3, 94.0, -1.3, 4.6, -5.4, 2.3
- O=C(Cc1ccc(Br)cc1)Nc1ccccc1Cl
  0.3, -1.3, -0.5, -0.1, 3.0, 93.0, 4.7, -1.3, -4.9, -0.4
- CC(=O)c1sc(-c2ccccc2)cc1N
  0.7, 0.4, -3.5, 0.0, -1.8, 103.0, 0.1, -0.7, -4.4, 0.9
- CCCn1c2ccccc2c2cnn(CC(=O)NCCN(C)C)c(=O)c21
  15.0, -0.5, 4.4, 0.1, 4.0, 96.0, -2.2, -1.8, -2.1, 8.1
- CCOc1cc(NC(=O)c2ccco2)c(OCC)cc1NC(=O)Cc1ccc(OC)c(OC)c1
  7.9, 2.9, -0.6, 0.1, -4.3, 100.0, -2.7, 1.4, -5.6, 2.2
- COC(=O)c1ccc(NC(=O)c2cc(-c3ccccn3)nc3ccccc23)cc1
  -3.8, 1.6, 0.6, 0.1, 62.3*, 104.0, 2.5, 2.5, -18.7, -1.3
- CC(C)c1cc(C(N)=O)c(NC(=O)C2CCC2)s1
  4.2, 2.7, -0.5, 0.1, -3.5, 107.0, -0.6, 2.7, -6.7, 0.2
- Cc1cccc(N(C)S(=O)(=O)c2csc(C(N)=O)c2)c1
  6.0, -0.2, 4.8, 0.0, -6.9, 96.0, 0.2, -3.3, -17.3, -2.4
- Cc1cccc(N(C(=O)c2snc(C(N)=O)c2N)C(C(=O)NCC2CCCO2)c2ccc3ncccc3c2)c1 (stereo not given)
  5.8, -0.3, -5.7, 0.0, 5.3, 98.0, 2.4, 0.1, -2.9, 25.8
- COc1ccc(NS(=O)(=O)c2cccc3cccnc23)cc1
  -9.5, 0.8, 1.7, 0.0, 1.5, 98.0, -1.3, -1.1, ., -2.8
- Cc1cccc(C(=O)NNC(=O)c2ccco2)c1O
  3.4, -0.3, 5.4, -0.2, 6.1, 95.0, -1.2, 0.8, ., -0.3
- O=c1c2c(nc3cc(-c4ccc(F)cc4)[nH]n13)CCC2
  -16.1, -1.9, 10.5, 0.1, 0.4, 96.0, -1.5, -7.9, -4.0, 3.2
- CC1CN(c2ncnc3c2cnn3-c2ccc(Cl)cc2)CC(C)O1 (stereo not given)
  -12.2, 0.6, -12.3, -0.1, -9.4, 101.0, 6.6, -2.0, -6.4, 0.0
- OCc1c[nH]c(=S)n1CCOc1cccc(C(F)(F)F)c1
  -4.1, -0.3, -7.0, 0.0, 3.3, 95.0, 8.3, -0.1, -18.9, -12.8
- CN(C)C1(CNC(=O)C2CCC(=O)N(CCc3ccc(Cl)cc3)C2)CCCCC1 (stereo not given)
  1.5, 0.0, 11.7, -0.1, -5.3, 100.0, 2.3, -3.1, -5.7, -1.2
- O=C(c1cc(F)c(F)cc1Cl)N1CCN(S(=O)(=O)c2cccs2)CC1
  4.8, -0.6, -7.6, -0.4, -3.7, 97.0, 0.2, -3.6, -6.9, -2.4
- COCCc1ncc(CN2CCCCC2C(=O)Nc2ccc(Oc3ccccc3)nc2)cn1 (stereo not given)
  10.4, 0.6, -0.8, -0.3, 6.9, 87.0, -0.5, 1.5, -5.9, -2.4

# Further compounds.
structure,Cardio protect,hiPSC survival,PDI turbidity,aDG glyco up,Vif imaging,ABCB6 inh 2,HTR2A ag,N-glyco inh,CaV13 FRET inh,Exocytosis inh
COc1ccc(C2c3[nH]c4ccccc4c3C[C@H]3C(=O)N(C4CCN(Cc5ccccc5)CC4)CC(=O)N23)cc1OC (stereo not given in full),-1.4,-0.3,6.7,1.8,-16.1,95.0,1.7,-0.5,-4.3,-7.1
O=C(COC(=O)c1ccccc1OC(F)F)Nc1ccc2[nH]c(=O)[nH]c2c1,5.4,1.5,-1.6,2.4,12.1,99.0,-0.8,1.5,-5.6,-4.4
Fc1ccc(COc2ccccc2CNCc2ccncc2)cc1,-6.8,2.1,-1.9,0.2,-13.9,104.0,-7.3,-0.5,-4.3,5.5
Nc1nn(S(=O)(=O)c2cccc3nsnc23)cc1-c1ccc(Br)cc1,-14.5,-1.4,-5.1,-0.4,-6.2,98.0,-3.2,-2.6,.,-2.5
Cc1noc(C)c1COc1ccc(C(=O)OCC(=O)NC23CC4CC(CC(C4)C2)C3)cc1,-18.2,-1.4,-5.0,0.0,-15.4,94.0,2.2,1.8,-4.3,2.8
COC(=O)Cc1cc(=O)[nH]c(/N=C(\N)Nc2ccc(C(C)C)cc2)n1,-4.4,-0.4,0.1,0.4,-7.5,99.0,-6.4,-0.4,-1.7,-6.3
CCCCn1c(SCC(=O)O)nc2ccccc21,4.7,-0.1,-3.0,-0.1,-8.0,100.0,3.8,0.8,-3.8,-3.9
CN(C(=O)N1CCN(c2ccccn2)CC1)c1ccccc1,-9.5,-0.3,-3.9,0.2,-1.4,98.0,0.0,-1.4,-3.2,3.9
CCCNC1=C(C)C(=O)CC1,-4.0,1.5,-3.7,0.3,-11.1,99.0,-3.7,0.9,.,3.5
COc1ccc(/C=C/C(=O)NCCNC(=O)c2ccccc2)cc1OC,8.9,0.3,6.2,0.0,0.6,97.0,3.1,1.7,3.6,-0.4

# The last two records of the section above come first, to join the parts:
structure,Cardio protect,hiPSC survival,PDI turbidity,aDG glyco up,Vif imaging,ABCB6 inh 2,HTR2A ag,N-glyco inh,CaV13 FRET inh,Exocytosis inh
CCCNC1=C(C)C(=O)CC1,-4.0,1.5,-3.7,0.3,-11.1,99.0,-3.7,0.9,.,3.5
COc1ccc(/C=C/C(=O)NCCNC(=O)c2ccccc2)cc1OC,8.9,0.3,6.2,0.0,0.6,97.0,3.1,1.7,3.6,-0.4
O=C(CCN=C1NS(=O)(=O)c2ccccc21)OCc1cccc(Cl)c1,-5.5,0.3,1.7,0.2,6.3,96.0,0.5,1.8,-5.1,3.7
O=C(NCc1nnc(SCC(=O)N2CCCCCC2)o1)c1ccco1,12.0,4.5,4.8,0.1,.,105.0,-0.2,-0.9,-1.9,0.0
COc1ccc(-c2cc(-c3ccc(N)cc3)nc(N)c2C#N)cc1OC,24.4,0.6,2.2,-0.2,-0.1,99.0,7.9,8.8,-10.1,-3.1
c1ccc(CN2CCN(c3nc(-c4ccccc4)nc(-n4ccnc4)n3)CC2)cc1,-11.3,1.8,-0.5,1.5,-6.7,96.0,2.9,-5.1,.,0.3
CCOC(=O)c1cnc2c(C(=O)OCC)cnn2c1N,-0.5,-0.1,5.7,-0.1,-7.8,100.0,10.6,0.3,0.2,-5.2
Cc1cc(C)c(NC(=O)CCCN2CCN(C)CC2)c(C)c1,-4.4,-1.2,15.8,-0.2,1.4,102.0,-0.5,0.5,-4.7,-2.6
Clc1nc(Cl)nc(N(c2ccccc2)c2ccccc2)n1,1.3,-2.4,8.1,0.1,-8.1,107.0,4.8,3.4,-1.2,-3.4
COc1ccccc1C(=O)N1CCN(C(=O)Cc2ccccc2)CC1,-3.2,0.1,-3.8,-0.1,26.4,98.0,-1.8,-0.8,-2.3,16.8
CCn1c(CCNC(=O)c2cccs2)nnc1SCC(=O)NC1CCCCC1,-3.1,-1.8,-0.9,0.2,-6.3,93.0,1.3,-1.7,-8.3,-3.5

# 3 of the entries above in order of their number in Vif imaging, low to high:
canonical_smiles	Vif imaging
Clc1nc(Cl)nc(N(c2ccccc2)c2ccccc2)n1	-8.1
CCn1c(CCNC(=O)c2cccs2)nnc1SCC(=O)NC1CCCCC1	-6.3
COc1ccccc1C(=O)N1CCN(C(=O)Cc2ccccc2)CC1	26.4
